High-throughput results as filed in PubChem BioAssay.
D2 potentiator: D2 dopamine receptor (human) potentiation | HEK293 T-REx D2, calcium flux, EC20 dopamine potentiation | potentiation, % at 10 µM | 340,000 compounds, 0.34% hits | AID 485347;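 active = potentiation over 3 SD above the plate norm, cut at about 30% in these data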; also: 0% is about no effect
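Calcium flux readout, no-wash dye, 1 read/s. Inducible HEK293 Trex D2 line, overnight 30 C. Compound alone 180 s (agonist flags), then EC20 dopamine, another 180 s to score potentiation.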
D1 antagonist: antagonists of human D1 dopamine receptor. 360,000 compounds, 3.2% hits. activity change, negative = inhibition, % at 10 µM. HEK293 TREx D1 cells, calcium flux, dopamine EC80; hits give low values. P21728; in the data active = activity change below about -30%; also: % is scaled to controls: 0 for no effect and ±100 for the full control effect
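Inducible Hek293 Trex D1 cells (tetracycline, overnight, 30 C). Calcium dye 30–90 min RT. Antagonist mode: EC80 dopamine added after 180 s compound read.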
D1 ag: human D1 receptor agonism; HEK293 T-REx D1 cells, calcium flux, agonist mode; activation, % at 2 µM; 360,000 compounds, 1% hits; in the data active = activation above about 30%; also: 0% is about no effect
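Inducible HEK293 T-REx D1 cells, force-coupled to calcium signalling, were plated at 4000 cells/well with tetracycline and held overnight at 30 C. After no-wash calcium dye loading, compound-evoked calcium rise over 180 s flagged agonists.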
D2 agonist: activates the human D2 dopamine receptor. P14416. HEK293 T-REx D2 cells, calcium flux agonist mode. activation, % at 2 µM. 340,000 compounds, 0.53% hits;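 active = activation over 3 SD above normal in the single-dose calcium agonist read, cut at about 30% in these data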; also: 0% is about no effect
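Tetracycline-induced HEK293 Trex cells with D2 receptor force-coupled to calcium signaling, plated overnight at 30 C and loaded with no-wash calcium dye. Calcium flux read kinetically for 180 s after compound addition; responses flag agonists.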
RXFP1 antag: antagonists of human relaxin receptor RXFP1; HEK293-RXFP1, relaxin-stimulated cAMP HTRF, 30 min; hits give low values; activity change, negative = inhibition, % at 57.5 µM; 350,000 compounds, 0.59% hits;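 active = activity change of -60% or lower, but not beyond a set lower limit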; also: % is scaled to controls: 0 for no effect and ±100 for the full control effect
Target sequence (Q9HBX9 whole entry, looked up): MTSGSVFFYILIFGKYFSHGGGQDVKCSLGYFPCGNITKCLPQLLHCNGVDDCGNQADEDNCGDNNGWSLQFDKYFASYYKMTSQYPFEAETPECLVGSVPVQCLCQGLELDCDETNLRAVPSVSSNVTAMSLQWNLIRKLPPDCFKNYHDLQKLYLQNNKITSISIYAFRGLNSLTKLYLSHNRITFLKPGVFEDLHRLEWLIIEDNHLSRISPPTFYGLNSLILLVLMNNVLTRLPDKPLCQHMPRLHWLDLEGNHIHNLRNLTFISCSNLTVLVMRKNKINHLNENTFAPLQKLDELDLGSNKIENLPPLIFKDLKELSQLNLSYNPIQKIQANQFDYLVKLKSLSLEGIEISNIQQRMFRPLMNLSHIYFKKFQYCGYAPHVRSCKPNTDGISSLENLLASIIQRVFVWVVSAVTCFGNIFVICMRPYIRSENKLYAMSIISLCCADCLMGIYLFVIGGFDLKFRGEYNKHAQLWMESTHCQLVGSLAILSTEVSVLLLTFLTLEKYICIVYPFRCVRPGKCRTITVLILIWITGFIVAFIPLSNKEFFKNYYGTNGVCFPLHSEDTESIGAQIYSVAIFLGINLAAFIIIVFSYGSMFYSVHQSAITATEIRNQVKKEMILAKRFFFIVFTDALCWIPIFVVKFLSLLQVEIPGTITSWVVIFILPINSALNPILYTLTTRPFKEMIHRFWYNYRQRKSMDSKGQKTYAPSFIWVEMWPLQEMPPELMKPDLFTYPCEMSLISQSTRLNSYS
RXFP1 agonist: agonists of human relaxin receptor RXFP1. Q9HBX9. HEK293T-RXFP1 cAMP TR-FRET, 30 min; response scale: percent of porcine relaxin response, buffer zero. Potency, µM (doses to about 57.5 µM), for inactives: at the top dose activation, hits mostly activators. 370,000 compounds, 0.3% hits. AID 2676; active = well fitted activation curve with a large enough effect; also: potency is read from the fitted curve at half-maximal effect; % is scaled to controls: 0 for no effect and ±100 for the full control effect; nearly all actives have a fitted effect of over 60% in size; many of its hits are not listed in these tables
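HEK293T cells stably expressing RXFP1 were pretreated with the PDE4 inhibitor Ro 20174, exposed to compounds for 30 min at 37C, lysed, and cAMP was read by TR-FRET. Data normalized to buffer (basal) and 29 nM porcine relaxin (100%).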
TRHR PAM: allosterically enhances the human TRH receptor; enhancement, % at 2 µM; AID 493056; 360,000 compounds, 0.66% hits; TRHR cells, fluo-8 calcium fluorescence, EC20 TRH enhancement; in the data active = enhancement above about 30%; also: 0% is about no effect
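TRHR-expressing cells loaded with fluo-8 calcium dye were read kinetically (ex 480/em 530) during compound addition, then stimulated with an EC20 of TRH (10 nM final). Enhancement of the Gq-mediated intracellular calcium response was scored.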
D2 antagonist: antagonizes the human D2 dopamine receptor | inhibition, % at 10 µM | HEK293 TREx D2 cells, calcium flux, dopamine EC80 | P14416 | 340,000 compounds, 2% hits; in the data active = inhibition above about 30%; also: 0% is about no effect
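Overnight-induced (tetracycline, 30 C) HEK293 T-REx cells carrying force-coupled D2 receive a no-wash calcium dye, then compound, then EC80 dopamine at 180 s; signals are read kinetically throughout.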
D1 potentiator: human D1 dopamine receptor positive modulation. HEK293 TREx D1 cells, calcium flux, dopamine EC20 potentiation. potentiation, % at 10 µM. 360,000 compounds, 0.036% hits. AID 504651; in the data active = potentiation above about 30%; also: 0% is about no effect
* marks the source's active call; other numbers are inactive results; / = not tested or not shown. Some of the compounds tested. The share of hits here may be higher or lower than overall.

SMILES	D2 potentiator	D1 antagonist	D1 ag	D2 agonist	RXFP1 antag	RXFP1 agonist	TRHR PAM	D2 antagonist	D1 potentiator
Cc1cc(-c2ccco2)n(CC(=O)NCc2ccccc2)n1	-0.9	-7.3	2.6	-0.2	/	1.7%	2.8	3.1	/
COc1ccc(/C=N/c2oc(-c3ccccc3)cc2C#N)cc1OC	6.7	1.5	12.0	-0.6	-15.8	0.5%	10.6	-22.4	-3.8
COc1cc(/C=C2/S/C(=N/S(=O)(=O)c3ccccc3)NC2=O)c([N+](=O)[O-])cc1OC	-3.5	-13.4	1.0	1.5	-5.0	2.4%	9.0	-4.1	-1.3
O=[N+]([O-])c1ccc(CSc2ccc(-c3ccccn3)nn2)cc1	10.2	-28.9	0.1	-0.5	-16.4	0.2%	-3.7	-17.4	-4.2
COc1ccc(NC(=O)c2c(C)oc3ccc(O)c(CN4CCN(C)CC4)c23)cc1Cl	3.7	-7.8	8.1	/	-13.9	0.0%	-0.7	/	-1.4
COc1ccc(/C=N/N=C2/NC(=O)C(CC(=O)NC(N)=O)S2)cc1 (configuration not stated)	5.8	1.4	3.8	-0.3	6.6	4.6%	-8.2	-0.6	1.9
Cc1cc(C)nc(NS(=O)(=O)c2ccc(NC(=O)c3ccc4c(c3)OCCO4)cc2)n1	3.7	/	0.5	0.2	-9.6	-0.3%	-1.6	-4.8	-0.2
O=C(O)CN1CCN(Cc2ccc(F)cc2Cl)C1=O	18.0	12.9	0.9	-1.5	6.1	-0.3%	-1.4	-4.2	-1.2
COc1ccc(Cl)cc1NC(=O)CN(C)C(=O)Cc1n[nH]c(=O)c2ccccc12	-13.3	4.9	0.5	0.3	4.9	1.5%	6.1	-4.0	-6.0
CC1CCCCN1CCNC(=O)c1cnn2ccccc12 (configuration not stated)	-5.7	-0.9	0.9	1.0	/	0.4%	-4.9	26.0	-5.1
O=C1C=C(c2ccc(Cl)c(C(F)(F)F)c2)C[C@@H](c2ccc3c(c2)OCO3)C1	-6.0	-17.2	1.7	0.4	/	-0.7%	4.4	-6.7	1.7
O=[N+]([O-])c1ccccc1S(=O)(=O)N1CCCc2ccccc21	8.3	4.1	0.2	-2.2	-0.1	-0.6%	-0.8	0.6	0.7
COCCCNC(=O)C1CCN(c2nn3cc(-c4ccc(F)cc4)nc3s2)CC1	-2.3	-10.3	9.1	/	-13.9	2.9%	-3.7	/	-3.3
O=C(Cn1nnc2ccccc21)OCC(=O)c1ccc(Cl)cc1	13.9	3.2	6.3	0.4	/	6.4%	-0.6	-4.2	3.5
CCOC(=O)N1CCN(S(=O)(=O)c2ccc(C)c([N+](=O)[O-])c2)CC1	-11.7	0.8	9.5	-0.2	-16.6	3.5%	-10.4	-13.5	-3.5
Cc1nc2ccccc2c(=O)n1NC(=O)c1ccccc1Br	1.2	-1.4	0.6	1.5	-0.7	-0.2%	-0.5	-2.1	-6.2
NC(=O)/C(=C/c1ccc2c(c1)OCO2)NC(=O)c1ccco1	-2.4	12.1	1.2	1.5	-4.4	-0.1%	8.6	-13.4	4.2
Cc1cc(C(=O)Nc2ccc3c(c2)OCCO3)c(C)o1	0.7	5.3	-0.9	-0.3	-5.3	-1.2%	-3.6	10.9	2.6
COCCn1c(C)cc(C(=O)COC(=O)/C=C/c2c(C)nn(C3CCS(=O)(=O)C3)c2Cl)c1C (configuration not stated)	-1.1	5.1	2.2	0.6	-5.0	1.2%	1.3	-0.3	0.7
Cc1ccc(S(=O)(=O)c2nc(S(=O)(=O)c3ccccc3)sc2N2CCN(C)CC2)cc1	-23.2	-2.6	1.4	0.0	9.4	1.5%	-8.4	-30.8	-4.1
O=C1CC(c2cccc(O)c2)c2cc3c(cc2N1)OCO3 (configuration not stated)	3.8	0.2	2.3	-0.8	/	-1.2%	3.8	/	4.0
COCCCN(CC(=O)Nc1ccc(N2CCOCC2)cc1)S(=O)(=O)c1ccccc1	-1.9	-0.9	3.7	1.0	-34.7	-0.1%	3.6	11.1	1.2
CCOC(=O)N1CCc2c(sc3c2c(=O)n(Cc2ccccc2)c(=O)n3CC(=O)Nc2ccccc2F)C1	-1.6	-4.4	1.9	0.6	13.6	0.4%	-2.6	/	-0.8
O=C(Nc1ccccc1)C1CCN(S(=O)(=O)c2cccs2)CC1	14.6	-7.4	4.3	0.1	-2.3	1.5%	-7.8	0.1	-2.8
Cc1ccsc1CN(C)Cc1nc(C2CC2)no1	-10.6	-8.4	0.8	0.2	4.0	0.3%	-1.7	-0.3	1.6

(listing goes on)
SMILES	D2 potentiator	D1 antagonist	D1 ag	D2 agonist	RXFP1 antag	RXFP1 agonist	TRHR PAM	D2 antagonist	D1 potentiator
CCn1cc(/C=N/NC(=O)COc2cccc3cccnc23)c2ccccc21	-0.3	11.5	0.2	0.3	1.1	-0.2%	10.6	-6.1	8.9
CN(c1c(C#N)c(C(F)(F)F)nn1C)N(S(C)(=O)=O)S(C)(=O)=O	8.7	-15.5	4.3	1.2	9.8	-0.6%	-1.6	-6.9	-0.9
NS(=O)(=O)c1ccc(NC(=O)COC(=O)CSc2n[nH]c(-c3ccccc3)n2)cc1	-0.4	-2.4	1.5	0.8	2.0	2.9%	1.6	-14.7	0.5
O=C(CSc1nc2ccsc2c(=O)n1Cc1ccc(C(=O)O)cc1)NCC1CCCO1 (configuration not stated)	-8.8	-16.6	2.3	-1.4	/	11.0%	1.9	15.3	-9.7
COc1ccc(C2=NO[C@@H]3C(=O)N(C4CCCCC4)C(=O)[C@H]23)cc1OC	/	-35.3*	25.9	/	-8.3	-0.2%	-2.4	/	-7.1
CCCN1CCN(C(=O)C(NC(=O)c2ccco2)C(C)C)CC1 (configuration not stated)	-10.4	-22.9	2.5	0.9	5.7	2.6%	-2.9	-0.8	-1.4
COc1ccccc1NC(=O)N1CCCC1C(=O)NCc1ccc2c(c1)OCO2 (configuration not stated)	-8.5	43.7	3.8	-1.2	-13.7	0.6%	-4.7	-0.2	-9.1
O=C(CN1C(=O)NC2(CCCC2)C1=O)Nc1ccc(F)c(Cl)c1	-11.4	1.2	-0.6	0.5	-2.1	-0.4%	-0.7	-3.7	-2.8
CSc1ncccc1C(=O)OCC(=O)N(C)C1CCS(=O)(=O)C1 (configuration not stated)	-6.3	-11.2	1.0	0.6	6.3	0.8%	20.6	-22.2	-4.5
COc1ccccc1NC(=O)/C=C1\SCC(=O)N1C	7.7	-6.3	2.8	-0.2	-11.0	2.0%	1.6	-0.1	-1.7
O=C(O)c1cc(O)c2c(c1)C(=O)c1cc(O)cc(O)c1C2=O	8.4	-12.2	0.1	-0.2	/	-0.3%	-8.5	-9.2	-5.8
Cc1ccc(Nc2nnc(-c3ccc(N4CCOCC4)c([N+](=O)[O-])c3)c3ccccc23)cc1	-13.1	1.0	0.4	-1.0	-5.1	-0.1%	8.6	3.3	4.1
O=C(C1CCCCC1)N1CCC(c2nc3ccccc3[nH]2)CC1	-5.4	2.7	8.1	0.5	20.0	-1.2%	3.1	-7.1	-7.7
O=C(O)c1ccccc1-c1nc2ccccc2c(=O)[nH]1	8.0	-39.8*	-0.9	0.8	-3.4	2.0%	15.2	-0.7	5.0
N#Cc1c(NC(=O)c2ccccc2)sc2c1CCCCC2	9.2	10.7	-1.1	0.0	-29.6	-1.5%	-0.5	23.1	-0.9
CCOc1ccccc1NC(=S)N1CCN(c2ccc(O)cc2)CC1	-3.8	-5.0	10.4	-0.4	-10.1	0.1%	7.9	-26.2	-0.3
COc1cc(CNCCc2c[nH]c3ccccc23)cc(Cl)c1OCC(N)=O	-21.7	-30.7*	12.3	14.9	-20.5	0.1%	2.4	-21.6	-2.1
CC(=O)Oc1ccc(/C=N/NC(=S)Nc2ccccc2)cc1	2.4	-20.4	3.0	0.1	-4.4	1.7%	2.2	-7.4	-5.2
O=C(NCCCc1ccccc1)c1cnc2n(c1=O)CCS2	-4.9	3.7	2.6	0.6	9.5	-0.5%	0.4	8.0	-1.1
Cc1ccc(C(=O)c2c[nH]c(C(=O)NCc3cccnc3)c2)cc1	17.5	-49.4*	2.9	-1.4	-17.2	-0.5%	4.0	-14.1	-10.5
CSc1ccc(Cl)c(C(=O)NC2CCCC2)c1	-5.8	5.5	1.2	0.0	-9.6	1.1%	-8.6	-18.5	1.0
C(=N\Nc1nc2ccccc2s1)/c1ccco1	4.8	-24.8	2.2	/	-5.8	-3.1%	-6.2	/	-0.3
COc1ccc(NC(=S)N(CCc2c(C)[nH]c3ccccc23)Cc2ccco2)cc1	/	-1.6	-4.4	/	/	0.1%	20.9	/	-3.5
COc1ccccc1NCCC(=O)OCC(=O)NC1CCCCCC1	0.8	1.9	1.4	-1.1	-8.6	0.2%	-7.8	0.7	-6.2
CCCCCCn1c2c(c(=N)c3c1CCC3)CCC2	-3.3	13.8	-2.3	0.0	7.8	2.8%	-3.5	-6.1	3.6

Ordered by count of non-hydrogen atoms (smallest number first): some entries from above.
SMILES	D2 potentiator	D1 antagonist	D1 ag	D2 agonist	RXFP1 antag	RXFP1 agonist	TRHR PAM	D2 antagonist	D1 potentiator
C(=N\Nc1nc2ccccc2s1)/c1ccco1	4.8	-24.8	2.2	/	-5.8	-3.1%	-6.2	/	-0.3
COc1ccccc1NC(=O)/C=C1\SCC(=O)N1C	7.7	-6.3	2.8	-0.2	-11.0	2.0%	1.6	-0.1	-1.7
O=C(O)c1ccccc1-c1nc2ccccc2c(=O)[nH]1	8.0	-39.8*	-0.9	0.8	-3.4	2.0%	15.2	-0.7	5.0
CC(=O)Oc1ccc(/C=N/NC(=S)Nc2ccccc2)cc1	2.4	-20.4	3.0	0.1	-4.4	1.7%	2.2	-7.4	-5.2
O=C(C1CCCCC1)N1CCC(c2nc3ccccc3[nH]2)CC1	-5.4	2.7	8.1	0.5	20.0	-1.2%	3.1	-7.1	-7.7
COc1cc(CNCCc2c[nH]c3ccccc23)cc(Cl)c1OCC(N)=O	-21.7	-30.7*	12.3	14.9	-20.5	0.1%	2.4	-21.6	-2.1
CCn1cc(/C=N/NC(=O)COc2cccc3cccnc23)c2ccccc21	-0.3	11.5	0.2	0.3	1.1	-0.2%	10.6	-6.1	8.9
COc1ccc(NC(=S)N(CCc2c(C)[nH]c3ccccc23)Cc2ccco2)cc1	/	-1.6	-4.4	/	/	0.1%	20.9	/	-3.5
